KCNQ2 block – KCNQ2 channel blockers in CHO-K1 cells – cell-based, FluxOR thallium flux, B-score, primary screen (AID 2156); 20 min; hits give low values; B-score at 10 µM; O88943; 310,000 compounds, 1.1% hits;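 active = fluorescence ratio B-score at most minus 3 library SDs, with starting brightness B-score within 2 library SDs, cut at about -5.5 in these data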
Kir21 inh – inhibitors of mouse Kir2.1 inward-rectifier potassium channel; P35561; 310,000 compounds, 0.85% hits; B-score at 10 µM; HEK293-Kir2.1, FluxOR thallium flux fluorescence; hits give low values; AID 1672;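 active = fluorescence ratio B-score at or below minus 3 SD of library scores, with starting-brightness B-score within 2 SD, cut at about -4.2 in these data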;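 also: channel flux triggered by added potassium and thallium sulfate stimulus; B-score of peak minus minimum fluorescence over baseline after thallium stimulus; more negative B-score means stronger Kir2.1 block with less thallium influx; some compounds called inactive have numbers as strong as hits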
Target sequence (P35561 whole entry, looked up): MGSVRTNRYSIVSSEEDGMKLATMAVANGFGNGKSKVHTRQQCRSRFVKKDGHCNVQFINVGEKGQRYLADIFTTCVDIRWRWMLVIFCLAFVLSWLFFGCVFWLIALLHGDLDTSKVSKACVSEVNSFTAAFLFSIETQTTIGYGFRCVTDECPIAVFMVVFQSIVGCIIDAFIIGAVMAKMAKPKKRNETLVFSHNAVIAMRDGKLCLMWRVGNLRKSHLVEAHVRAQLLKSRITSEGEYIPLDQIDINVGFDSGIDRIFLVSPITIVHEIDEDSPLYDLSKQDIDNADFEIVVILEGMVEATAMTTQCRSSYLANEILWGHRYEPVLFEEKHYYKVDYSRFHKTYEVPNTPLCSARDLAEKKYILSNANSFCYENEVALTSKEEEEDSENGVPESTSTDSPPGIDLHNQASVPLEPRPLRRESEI
CHT block – human CHT choline transport inhibition. Q9GZV3. CHT-expressing cells, membrane potential dye, choline response; hits give low values. B-score at 10 µM. 310,000 compounds, 0.86% hits. AID 488975;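 active = B-score over 3 SD under the library average, and starting fluorescence ratio not unusually high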;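 also: choline stimulus applied at its EC90 after an EC20 pre-addition; B-score computed on integrated fluorescence ratio after choline addition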
Target sequence (Q9GZV3 whole entry, looked up): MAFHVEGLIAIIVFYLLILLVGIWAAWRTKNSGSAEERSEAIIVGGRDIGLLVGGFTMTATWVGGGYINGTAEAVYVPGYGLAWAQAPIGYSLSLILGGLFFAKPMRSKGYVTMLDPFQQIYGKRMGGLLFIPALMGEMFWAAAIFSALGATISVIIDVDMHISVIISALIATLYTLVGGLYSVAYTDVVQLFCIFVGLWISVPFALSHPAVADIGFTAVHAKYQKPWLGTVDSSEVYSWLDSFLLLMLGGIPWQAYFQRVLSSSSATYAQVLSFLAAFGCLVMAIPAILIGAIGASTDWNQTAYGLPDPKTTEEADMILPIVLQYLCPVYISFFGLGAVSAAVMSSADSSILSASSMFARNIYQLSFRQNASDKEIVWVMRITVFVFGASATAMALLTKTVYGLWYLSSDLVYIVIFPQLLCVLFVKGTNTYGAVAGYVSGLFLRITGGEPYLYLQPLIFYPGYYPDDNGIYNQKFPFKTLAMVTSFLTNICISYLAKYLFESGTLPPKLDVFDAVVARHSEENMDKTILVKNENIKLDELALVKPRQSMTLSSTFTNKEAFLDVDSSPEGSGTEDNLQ
* hit, by the source's call; i = inactive; . = not tested or not shown.

SMILES	KCNQ2 block	Kir21 inh	CHT block
CC1(c2ccccc2)NC(=O)N(Cc2ccc([N+](=O)[O-])cc2)C1=O (configuration not stated)	i	0.38	i
COc1ccccc1C(=O)Oc1ccc2ccc(=O)oc2c1	i	0.54	i
COc1ccc(C(=O)N[C@H](C(=O)NCC2CCCCC2)C(C)C)cc1	i	-0.55	i
CCc1ccc(NC(=S)Nc2ccc3[nH]c(=O)[nH]c3c2)cc1	i	-1	i
O=C(Cc1coc2cc3c(cc12)CCC3)NCC1(N2CCCCC2)CCCCC1	i	-4.7*	i
CCc1ccccc1NC(=S)NCC1CCN(c2ccc(OC)cc2)C1 (configuration not stated)	i	-1.6	i
CCc1cc2c(=O)c(-c3ccon3)c(N)oc2cc1OC	i	-0.02	i
Cc1cccc(N2CCN(C(=O)c3ccc4c(c3)CCN4S(C)(=O)=O)CC2)c1C	i	0.22	i
C/C(=N\N1C(=O)c2ccccc2NC1c1ccccc1)c1ccccc1O (configuration not stated)	i	0.44	i
Cn1c(CSc2ncn[nH]2)nc2ccccc21	i	-0.34	i
Cc1cc2c3c(c1C)C1(C(=O)N3C(C)(C)CC2C)C(C#N)=C(N)Oc2n[nH]c(C)c21 (configuration not stated)	i	-0.08	i
COc1ccc2[nH]c(CN3CCN(C(C)C)C(CCO)C3)c(C)c2c1 (configuration not stated)	i	-0.58	i
O=c1c(-c2ccc(Cl)cc2)[n+]([O-])c2ccccc2n1OCc1ccccn1	i	0.47	i
Cc1ccnc2nc(C(=O)OCCOc3ccc(Cl)cc3)nn12	i	-0.9	i
Cc1cc(NC(=O)COC(=O)c2n[nH]c3ccccc23)no1	i	3.8	i
Cc1cc(C)c(S(=O)(=O)N2CCCC(C(=O)NCc3cccnc3)C2)c(C)c1 (configuration not stated)	i	-1.2	i
COc1ccc(N(CC(=O)NCc2ccccc2)S(=O)(=O)c2c(C)noc2C)cc1	i	-0.34	i
Cc1ccsc1C(=O)N(Cc1nnc(-c2ccccc2Cl)o1)C1CC1	i	-1.5	i
Cc1ccc(C2=NN(C3=NN=C(N)Cc4ncnn43)C(O)(C(F)(F)F)C2)cc1 (configuration not stated)	i	1.2	i
Cc1cc(C)cc(NC(=O)CSc2nnc(-c3cc(C)[nH]n3)n2N)c1	i	0.03	i
Cn1c(SCc2cccc(Cl)c2)nc(C(F)(F)F)cc1=O	i	0.17	i
NC(=S)NNc1cccc2cccnc12	i	0.8	i
COc1ccc(-c2noc(CCC(=O)NCC3CCCO3)n2)cc1 (configuration not stated)	i	0.97	i
Cc1ccc(S(=O)(=O)NCCC(=O)OCc2ccc([N+](=O)[O-])cc2)cc1C	i	-1.8	i

An excerpt from above, reduced to CHT block and KCNQ2 block:
Structure | CHT block | KCNQ2 block
Cc1ccnc2nc(C(=O)OCCOc3ccc(Cl)cc3)nn12 | i | i
Cc1cc(NC(=O)COC(=O)c2n[nH]c3ccccc23)no1 | i | i
Cc1cc(C)c(S(=O)(=O)N2CCCC(C(=O)NCc3cccnc3)C2)c(C)c1 (configuration not stated) | i | i

(continued)
SMILES	KCNQ2 block	Kir21 inh	CHT block
CC(=O)OCC[n+]1c(C)n(-c2ccccc2)c2ccc(Cl)cc21	i	0.17	i
COc1ccc(-c2cc3nc4c(c(=O)n3[nH]2)CCC4)cc1	i	0.35	i
C(/C=C/C=C/Nc1ccccc1)=Nc1ccccc1	i	-13	i
CCOC(=O)c1c(C)nc(-c2ccccc2)nc1NC(=O)CC	i	-0.18	i
Nc1nc(NCc2ccco2)nc(N2CCCCC2)c1[N+](=O)[O-]	i	-0.85	i
Cc1c(C)n2c(SCC(=O)N3CCN(c4ccccc4)CC3)nnc2[nH]c1=O	i	0.51	i
CC1(C)CC(=O)C2=C(C1)OC(N)=C(C#N)C2c1ccccc1 (configuration not stated)	i	0.89	i
CCn1c(N2CCN(S(=O)(=O)c3ccc(Cl)cc3)CC2)nc2ccccc21	i	-0.11	-12*
CN(Cc1cccc(F)c1)C(=O)c1ccccc1Sc1ccccc1C#N	i	-3	i
Cc1ccc(NC(=O)CN2C(=O)NC3(CCCC3)C2=O)c(Cl)c1	i	0.39	i
CCOc1cc(/C=N/O)ccc1OCc1ccc(F)cc1	i	-0.79	i
N#Cc1nc(-c2cccs2)oc1NCCCN1CCOCC1	i	-0.72	i
CC(=O)c1cccc(NC(=O)CCn2c(=S)oc3ccccc32)c1	i	-1.1	i
CCCNC(=O)c1nnsc1Sc1ccc(Cl)cc1	i	1	i
CCOC(=O)c1c(N)sc(C(=O)Nc2ccccc2)c1C	i	0.22	i
O=C(COC(=O)C1c2ccccc2Oc2ccccc21)Nc1ccc2c(c1)OCO2	i	2	i
Clc1ccc(-c2nc3ncccn3c2Cl)cc1	i	-0.3	i
COC(=O)c1ccc(CSc2nnc(CNC(=O)c3ccc(OC)cc3)o2)o1	i	0.96	i
COc1cc(-c2nc3cccc(C)n3c2NCC2CCCO2)ccc1O (configuration not stated)	-8.6*	-2	i
Cc1ccc(-c2nc3sc4c(c3c(=O)n2N)CC(C)(C)OC4)cc1	i	1.1	i
COc1ccnc(CS(=O)c2nc3cc(OC(F)F)ccc3[nH]2)c1OC (configuration not stated)	i	2.8	i
N=C1/C(=C/c2cccn2-c2cccc([N+](=O)[O-])c2)C(=O)N=C2SC=CN12	i	1.8	i
CCc1ccc(Nc2nc(C)cc(C)n2)cc1	i	0.98	i
O=C(NNC(=O)c1ccc(Cl)cc1Cl)c1csc(-c2cccnc2)n1	i	0.62	i
Cc1ccc(N=C(c2cccs2)N2CCOCC2)cc1	i	-0.93	i
CC(=O)c1cccc(NC(=O)N[C@@H](CC(C)C)C(=O)O)c1	i	-0.65	i
CCN1CCN(/C=N/c2nc(C)cs2)CC1	i	-0.02	i
CN1CCN(c2ccc([N+](=O)[O-])cc2NC(=O)c2ccccc2)CC1	i	-0.64	i
CCOc1ccc(C2NC(=O)CCC2[N+](=O)[O-])cc1 (configuration not stated)	i	-0.07	i
CCOC(=O)c1sc(=S)n2c1[nH]c(=O)c1ccc(C(=O)OC)cc12	i	1.8	i
N#Cc1c(-c2ccc(Cl)cc2)c(C#N)c(=O)n(N)c1N	i	0.62	i
Cc1ccc(S(=O)(=O)N2CCCCC2C(=O)O)cc1 (configuration not stated)	i	0.04	i
Cc1ccccc1OCC(O)Cn1c(N2CCCCC2)nc2c1c(=O)[nH]c(=O)n2C (configuration not stated)	i	0.5	i
COc1ccc(/C=N\Nc2ncc(F)c(N3CCOCC3)n2)cc1OC	i	0.6	i
CC(C)(C)c1cc(S(=O)(=O)CCc2ccccn2)cc(C(C)(C)C)c1F	i	-0.02	i
CC(C)(C)c1ccc(C(=O)NCc2nnc(SCC(=O)NCc3ccco3)o2)cc1	i	0.25	i

2 compounds drawn at random from those above:
SMILES	KCNQ2 block	Kir21 inh	CHT block
CC(C)(C)c1cc(S(=O)(=O)CCc2ccccn2)cc(C(C)(C)C)c1F	i	-0.02	i
CN1CCN(c2ccc([N+](=O)[O-])cc2NC(=O)c2ccccc2)CC1	i	-0.64	i

Carrying on:
SMILES	KCNQ2 block	Kir21 inh	CHT block
CC(=O)c1ccc(OCc2cc(C(=O)N3CC[C@@H]4CCCC[C@H]4C3)no2)cc1	i	-2	i
CCn1nc(C)c(CCC(=O)O)c1C	i	-0.24	i
CO/N=C1\CCCc2c(C(=O)NN)sc(SC)c21	i	0.61	i
CS(=O)(=O)N(CC(=O)NCc1ccco1)c1ccc(Cl)cc1Cl	i	0.07	i
COc1cnn(-c2ccccc2)c(=O)c1SCc1ccc(Cl)c(Cl)c1	i	-2.1	i
Cn1ncc2c(NCc3cccc(C(F)(F)F)c3)c(C(=O)O)cnc21	i	0.52	i
COc1ccccc1C(=O)NC(=S)Nc1ccc(Cc2ccncc2)cc1	i	-0.39	i
Cc1cc(C)cc(N(C(=O)CNC(=O)c2ccco2)C(C(=O)NC2CCCCC2)c2ccncc2)c1 (configuration not stated)	i	0.58	i
O=C(NC(=S)Nc1ccc(S(=O)(=O)Nc2nccs2)cc1)c1ccc(Br)o1	i	2.8	i
O=C(CCC1CCCCC1)NCc1ccncc1	i	1	i
CC(=O)Nc1cccc(OCc2ccc(S(=O)(=O)Cc3ccccc3)cc2)c1	i	1.6	i
Fc1ccc(Cc2nnc(-c3cccs3)o2)cc1	i	0.57	i
O=C(Nc1ccccc1[N+](=O)[O-])c1cccc(N2C(=O)CCC2=O)c1	i	-0.07	i
O=C(O)c1c(C(=O)O)c(-c2ccc(Cl)c(Cl)c2)n2c1CSC2	i	0.1	i
Nc1ccccc1C(=O)N=Nc1[nH]c(N)c2ccccc12	i	2	i
O=C(COC(=O)Cc1cn2ccsc2n1)NC12CC3CC(CC(C3)C1)C2	i	2.6	i
CC1CN(C(=O)COC(=O)c2ccc(C#N)cc2)CC(C)O1 (configuration not stated)	i	0.6	i
CCN(C(=O)COC(=O)CNS(=O)(=O)c1ccccc1)c1ccccc1	i	-1.2	i
Cc1[nH]c2ccccc2c1C(=O)C(=O)N(C)C1CCCCC1	i	0.72	i
CCCC(=O)NCCc1cc2cc(C)c(C)cc2[nH]c1=O	i	-2.5	.
CCSc1nc(N2CCOCC2)c2c(c1C#N)CC(C)(C)N(C)C2	i	-0.76	i
O=C(NC1CCCC1)C1CCN(S(=O)(=O)c2ccccc2)CC1	i	-0.02	i
O=C(COc1ccccc1Cl)N1CCN(C(=O)c2ccco2)CC1	i	0.23	i
COCC(=O)N1CCN(c2ccc([N+](=O)[O-])cc2)CC1	i	2.3	i
Cc1cc(C)c(C#N)c(N2CCN(Cc3ccc4c(c3)OCO4)CC2)n1	i	-2.2	i
Cn1c(=O)c2[nH]c(-c3cccnc3)nc2n(C)c1=O	i	-0.51	i
COc1ccc(C)cc1N(C)C(=O)Cc1c(C(=O)O)n(C)c2ccccc12	i	-0.24	i
Cc1ccc(OCC(=O)N/N=C2\CCOc3c(C)cccc32)cc1	-6.8*	0.88	i
CCC(=O)N1CCc2cc(S(=O)(=O)CCC(=O)NCc3ccc(C)cc3)ccc21	i	0.74	i
CCc1nc(N)c(C#N)c(-c2ccncc2)c1C	i	1.4	i
Cc1cccc(NC(=O)CSc2nnc(C)c(=O)n2N)c1C	i	-1.1	i
Cc1nn(-c2ccccc2)c2[nH]c(=O)c(CNCc3ccc4c(c3)OCO4)cc12	i	0.82	i
CCCc1[nH]n(-c2nc3ccccc3s2)c(=O)c1C=NCCN1CCOCC1	i	1.1	i
O=C(Nc1ccccc1)c1nnsc1S(=O)(=O)c1ccc(Cl)cc1	i	1.2	i
CC1=C/C(=C/N(C)C)C(=O)O1	i	0.22	i
COc1ccc2cc(C(=O)NC3CCCCC3)c(=O)oc2c1	i	-0.51	.

3 structures already listed, arranged by SMILES length, high to low:
SMILES	KCNQ2 block	Kir21 inh	CHT block
Cc1cccc(NC(=O)CSc2nnc(C)c(=O)n2N)c1C	i	-1.1	i
CCc1nc(N)c(C#N)c(-c2ccncc2)c1C	i	1.4	i
CC1=C/C(=C/N(C)C)C(=O)O1	i	0.22	i

(further entries)
SMILES	KCNQ2 block	Kir21 inh	CHT block
COC(=O)CCCC1=CC2=CC(=O)C(C)(OC(=O)c3cccs3)C(=O)C2=CN1CCCOC(C)C (configuration not stated)	i	-2.2	i
COc1cc2cc(C(=O)N(C)C3CCS(=O)(=O)C3)[nH]c2cc1OC (configuration not stated)	i	-0.18	i
CCc1ccc(Nc2nnc(SC3CCOC3=O)s2)cc1 (configuration not stated)	i	1.5	i
COc1ccc(Cl)cc1NC(=O)CCn1cnc2ccccc2c1=O	i	1.6	i
Nc1nc(Cl)nc2c1ncn2C1CC(O)C(CO)O1 (configuration not stated)	i	-0.84	i
COc1ccc(C2CC(O)(c3ccccc3)Oc3cc(OC)cc(OC)c32)cc1 (configuration not stated)	i	-0.14	.
Cc1nc2c(C(=O)NCc3ccc4c(c3)OCO4)c[nH]n2c(=O)c1Cl	i	0.42	i
CC(C)(C)C(=O)Nc1cccc(OC(F)(F)C(F)Cl)c1 (configuration not stated)	i	-0.12	i
CC1CCCCN1C(=O)CSc1nc(C2CC2)nc2ccccc12 (configuration not stated)	i	-3.4	i
COCCN(C(=O)COC(=O)Cc1coc2cc3c(cc12)CCC3)c1c(N)n(Cc2ccccc2)c(=O)[nH]c1=O	i	0.02	i
CC(C)CSc1nnc2c3ccccc3n(C)c2n1	i	-0.07	i
CC1CCN(C(=O)CCCNC(=O)Cn2cnc3sc4c(c3c2=O)CCCC4)CC1	i	0.73	i
O=C(COc1ccccc1)NCC(=O)Nc1ccc(S(=O)(=O)NCc2ccco2)cc1	i	0.36	i
Cc1ccc(NCc2nnc(SCC(=O)N3CCCCC3)n2CC2CCCO2)c(C)c1 (configuration not stated)	i	0.73	i
COc1ccccc1C1C(C(=O)c2cc3ccccc3o2)=C(O)C(=O)N1c1cc(C)on1 (configuration not stated)	i	1.1	i
CN(C)c1ccc(/C=N/c2cc(-c3ccccc3)nn2-c2ccccc2)cc1	i	0.97	i
C/C(=N\NC(=O)c1cc(C)nc2ccccc12)c1ccco1	i	0.73	i
COc1cccc(CNc2nc3nc(C)cc(C)n3n2)c1	i	0.7	i
Cc1cc(C(=O)Nc2cccc(S(=O)(=O)N3CCCCC3)c2)c2ccccc2n1	i	0.29	i
COc1ccc(OCc2cc(C(=O)NC(C)c3csc(C)n3)no2)c(Cl)c1 (configuration not stated)	i	0.02	i
c1cncc(-c2nc(NCCCn3ccnc3)c3ccccc3n2)c1	i	-3.3	i
COC(CNC(=O)CCc1c(C)nc2c(c(C)nn2-c2ccc(C)cc2)c1C)OC	i	0.03	i
O=C(CSc1nccc(=O)[nH]1)N1CCc2ccccc2C1	i	-0.47	i

High-throughput results from PubChem BioAssay.
